Autophagy HCS: modulators of autophagy. MEF GFP-LC3 puncta imaging; test concentration mostly 10 µM. calls only at 10 µM (by protocol). 0.98% of 190,000 active;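 active = percentage of spot-positive cells more than 3 SD above its plate mean, without a fluorescence outlier flag or 80% toxicity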;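 note: spot-positive cell cutoff set from DMSO-treated cells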
Ins promoter up: MIN6 insulin promoter up-regulation; z-score at 5 µM; MIN6 insulin promoter-GFP reporter, high-content imaging; hits give high values; 0.3% of 190,000 active; AID 1625;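 active = z-score above 3 at 5 µM with at least 500 cells counted in the well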
HIV fusion peptide: cell-free HIV fusion peptide-binding blockers – biochemical, uHTS, fluorescence dequenching, primary screen (AID 1986); cell-free peptide binding, fluorescence dequenching, 30 min; higher % means a stronger effect; inhibition, % at 20 µM; hits with a dose series show IC50 in µM; 0.3% of 290,000 active; in the data active = inhibition mostly above about 52%, no sharp cut-off; inactive = mostly below about 76%; note: some results filed as inactive read as strong as hits
WT yeast gro inh: growth inhibition of WT yeast, mitochondrial fusion screen. mitochondrial fusion phenotypic screen, WT strain. inhibition, % at 10 µM. 2.1% of 190,000 active. AID 1362; in the data active = inhibition above about 58%; tested in S. cerevisiae
b-catenin transl: alters nuclear translocation of beta-catenin in HeLa cells | immunofluorescence imaging | nuclear translocation activity, % at 5 µM | 0.3% of 190,000 active;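 active = nuclear translocation activity above 50% at 5 µM, with a well cell count of 50 or more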;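 note: per-cell ratio of nuclear to cytoplasmic median beta-catenin stain intensity; plate controls were DMSO negative control for no effect and GSK-3 inhibitor IX positive control for full effect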
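System: Human HeLa cells, endogenous beta-catenin | Compound dosing: 5 µM primary, 0.02–20 µM confirmation | Timing: 24 h compound exposure at 37°C, 5% CO2 | Measured by: Fluorescence imaging of beta-catenin antibody stain plus DAPI | Read-out basis: % activation of per-cell nuclear versus cytoplasmic median beta-catenin signal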
Dynein transport: blocks dynein driven cargo transport along microtubules. 3617.4 mouse cells, GR-EGFP nuclear translocation imaging; test concentration mostly 20 µM; stimulated with dexamethasone, 1 µM; hits give low values. z-score, hits read low. 0.47% of 220,000 active;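 active = plate z-score of nuclear minus cytoplasmic receptor signal below a set negative limit, without overly bright fluorescence or cell loss, cut at about -3.5 in these data, passing the limit was not always enough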;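 note: z-score of nuclear minus cytoplasmic ring GR-EGFP intensity difference per well; some compounds called inactive have numbers as strong as hits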
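Medium: Induction medium lacking tetracycline, stripped serum | Probe or stimulus: 1.0 µM final dexamethasone stimulus | Schedule: 48 h induction, then 1 h compound, then 30 min agonist, 37 °C | Signal: Automated 10x imaging of fixed Hoechst-stained cells | Evaluation: Per-cell GR-EGFP intensity, nucleus versus surrounding cytoplasmic ring, well-averaged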
AID2073: disruptors of CaV2.2 binding to Mint1 – biochemical, HTRF (AID 2073); HTRF protein-protein interaction, Mint1-CaV2.2; higher % means a stronger effect; inhibition, % at 20 µM, or IC50 in µM where a hit was titrated; 0.19% of 290,000 active; in the data active = inhibition mostly above about 51%, no sharp cut-off; note: some results filed as inactive read as strong as hits
MT stabilizer: stabilizes microtubules in HeLa cells | % tubulin-high responders, % at 10 µM | 0.83% of 200,000 active | AID 2205 | HeLa tubulin immunostaining HCS, 24 h; share of cells brighter than vehicle mean+2SD;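 active = plate Z-score above 3 for both tubulin-high and condensed-nucleus cell shares, with cell loss under 80%, at 10 µM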;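 note: anti alpha tubulin signal scored within the nucleus-defined area of each cell; some results filed as inactive read as strong as hits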
Yfh1-off respiration: mitochondrial function rescue without frataxin homolog – Friedreich's ataxia, plus single-dose screen, dose response (AID 1465); S. cerevisiae Yfh1-off respiration, WST-1 reduction, 72 h; higher fold induction means a stronger effect; fold induction at 50 µM; hits with a dose series show EC50 in µM; 0.074% of 220,000 active;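 active = fold induction of absorbance versus untreated yeast above a set limit, then at least 30% activation at any dose in follow-up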;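 note: activators that raise dye reduction in frataxin-depleted yeast; strong numbers were not always called active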
WT yeast gro inh mutant strain: further read-out of WT yeast gro inh, marked with its call; inhibition, %; mitochondrial fusion phenotypic screen, mutant strain inhibition
Dynein transport cytoplasmic EGFP: second read-out of Dynein transport, no call of its own (marks repeat the call); z-score; measured here: cytoplasmic GR-EGFP intensity; hits give high values
Dynein transport nuclear GR-EGFP: second read-out of Dynein transport, no call of its own (marks repeat the call); z-score; measured here: nuclear GR-EGFP intensity;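 lower value marks the stronger effect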
Dynein transport cell count: further read-out of Dynein transport, marked with its call; z-score; measured here: cell count per field
Ins promoter up cell count: further read-out of Ins promoter up, marked with its call; cell count; measured here: cytotoxicity, nuclei count;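 total cells summed across four imaged fields per well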
b-catenin transl cell count 5 µM: recorded beside b-catenin transl, whose call it bears; cell count; measured here: cell count, cytotoxicity flag
MT stabilizer Hoechst-high %: recorded beside MT stabilizer, whose call it bears; % Hoechst-high responders; measured here: nuclear condensation Hoechst responders;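 share of cells brighter than vehicle mean plus two SD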
MT stabilizer cytotoxicity %: recorded beside MT stabilizer, whose call it bears; toxicity, %; measured here: cytotoxicity by cell density;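 0% = mean cell density of plate MIN control wells and 100% = no cells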
Autophagy HCS cell loss 18 h: also measured in Autophagy HCS; calls as there; toxicity, %; measured here: cell loss, nuclei count;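 cell loss after 18 h compound exposure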
* = called active by the depositor; i = inactive; nt = no result given. Compounds as they come; overall some 4.2% were active at least once.

SMILES	Autophagy HCS	Autophagy HCS cell loss 18 h	Ins promoter up	Ins promoter up cell count	HIV fusion peptide	WT yeast gro inh	WT yeast gro inh mutant strain	b-catenin transl	b-catenin transl cell count 5 µM	Dynein transport	Dynein transport cytoplasmic EGFP	Dynein transport nuclear GR-EGFP	Dynein transport cell count	AID2073	MT stabilizer	MT stabilizer Hoechst-high %	MT stabilizer cytotoxicity %	Yfh1-off respiration
O=C(NCCCn1ccnc1)C(=O)NCC1OCCN1S(=O)(=O)c1cc(F)ccc1F (stereo not drawn)	nt	nt	1.3	1038	-0.2%	nt	nt	-1.0	1368	-0.11	-0.26	0.55	-0.16	0%	nt	nt	nt	i
CCc1cccc(CC)c1NC(=S)NCc1nc2ccccc2[nH]1	i	24	0.43	1587	0.3%	9	7	-5.1	1162	0.54	0.083	0.82	-0.15	-22%	2.6	2.0	4.9	i
CN(C)CCNC(=O)c1ccccc1	i	-11	nt	nt	0.1%	-3	-10	nt	nt	-0.0088	-0.078	-0.22	0.36	-2%	1.4	2.3	13	i
COC(=O)NNS(=O)(=O)c1ccc(C)cc1	i	10	0.51	1248	-1.0%	-4	-20	-0.7	488	-0.24	-0.31	-0.51	0.5	1%	3.3	3.1	7.2	i
N#Cc1cn(Cc2ccccc2)c(=O)[nH]c1=O	i	19	0.13	1622	0.8%	-4	2	-1.1	954	-0.45	-0.28	-0.16	0.56	5%	2.2	1.8	8.7	i
CC1=CC(C)(C)N2C(=O)C3(SCC(=O)N3c3ccc(F)cc3)c3cc(C)cc1c32 (stereo not drawn)	i	-7	-0.48	1038	-2.8%	29	8	-4.4	1184	-0.64	-0.2	-0.4	0.79	1%	1.1	1.0	8.1	i
CC(/C=N\NC(=O)Cn1c(C)nc2ccccc21)=C\c1ccccc1	i	-10	nt	nt	3.8%	1	-14	nt	nt	0.66	-0.066	0.0011	0.064	11%	2.1	2.2	4.3	nt
COc1nc(N=C(N)N)nc2ccc(C)cc12	i	-14	0.71	1570	-2.2%	3	2	4.5	851	-0.23	-0.24	-0.19	0.4	6%	2.4	3.1	4.1	i
O=C(Nc1ccc(N2CCN(C(=O)c3ccco3)CC2)c(Cl)c1)c1cccnc1	i	4	-0.99	1497	-1.4%	-3	-4	-0.8	1015	-1.2	-0.26	-0.27	0.56	-2%	1.0	0.5	4.2	i
Brc1ccccc1-n1nnc(-c2cccnc2)n1	i	17	-0.58	1447	-0.8%	1	3	2.7	1063	2.6	-0.15	2	-2	12%	0.8	0.9	0.8	i
COc1cc2c(cc1OC)CN(C(=O)c1ccccc1C(=O)O)CC2	i	-17	-0.75	1079	0.5%	18	14	0.0	1123	-0.48	-0.055	0.066	-0.26	5%	4.7	2.9	10	i
COc1ccc(CC(=O)N(c2ccccc2)c2nc(C)cs2)cc1	i	4	-1.7	1499	-0.5%	-6	19	1.3	1121	-0.4	-0.23	-0.37	0.037	2%	2.7	1.7	7.5	i
CCn1c(C(=O)NCc2cccnc2)cc2sc(Cl)cc21	i	4	1.1	1899	-4.2%	27	-3	0.8	1017	-0.49	-0.25	-0.04	1.1	2%	5.6	2.4	5.9	nt
CC(NS(=O)(=O)c1ccccc1)C(c1cccs1)N1CCN(C)CC1 (stereo not drawn)	i	-9	0.16	1172	3.4%	-13	-2	nt	nt	0.52	-0.25	0.71	0.33	0%	3.1	2.4	9.8	i
Cc1ccc(COn2c(-c3ccc(Cl)cc3Cl)nc3ncccc32)cc1	i	-10	-0.38	785	-2.9%	71*	45*	5.3	943	0.55	-0.18	0.55	0.054	20%	1.6	0.9	5.7	i
CN1CCN(C2=C(Cl)C(=O)C(c3cnc(N4CCCCC4)s3)=C(Cl)C2=O)CC1	i	5	nt	nt	35%	21	5	-3.5	1179	-4.7*	0.61*	-2.9*	-2.6*	18%	2.2	1.7	7.9	i
Cc1c(CCOC(=O)c2cc([N+](=O)[O-])cc([N+](=O)[O-])c2)sc[n+]1CC(=O)c1ccccc1	i	1	-0.21	1295	-1.1%	-3	10	0.4	1086	0.85	-0.13	0.68	-0.029	-4%	3.9	2.8	5.8	i
CCN(CC)CCn1c(N)cc(=O)[nH]c1=O	i	-8	0.06	1319	0.9%	-46	-5	-2.1	1072	-1.1	-0.12	-0.43	0.16	10%	4.8	2.2	4.0	i
COC(=O)NCc1ccc(S(=O)(=O)N2CCOCC2)cc1	i	-4	1.3	1360	0.0%	-5	-4	-0.5	1089	0.52	-0.21	0.54	-0.67	-5%	1.4	1.5	3.9	i
Cc1ccc(NC(=O)Cc2ccc(-n3cccc3)cc2)c(C)c1	i	-11	0.04	1208	5.4%	4	10	-0.1	468	-0.63	-0.28	-0.79	0.76	8%	1.6	3.8	6.4	i
CCCCCCC(=O)NNC(=O)CC(=O)Nc1ccccc1C(=O)O	i	-8	0.39	1370	0.7%	-4	6	3.9	1047	0.35	-0.26	0.31	0.59	4%	4.3	2.3	14	i
O=C(O)/C=C/c1ccc(S(=O)(=O)N2CCN(CCN3C(=O)C4C5C=CC(C5)C4C3=O)CC2)cc1 (stereo not drawn)	nt	nt	-0.2	1143	0.2%	nt	nt	-0.4	1366	-1	-0.72	-0.37	0.4	3%	nt	nt	nt	i
COc1ccc(-c2nc(CSCC(=O)N3CCN(c4cccc(C)c4)C(C)C3)c(C)o2)cc1OC (stereo not drawn)	i	-2	0.3	1011	-1.2%	16	0	-1.7	1094	-0.4	-0.16	0.13	0.069	40%	6.6	1.3	9.0	nt
CCc1nc2c(cnn2-c2ccc(Cl)cc2)c(=O)n1-c1ccc2c(c1)OCCO2	i	-8	0.62	1278	1.1%	12	14	nt	nt	-0.59	-0.27	-0.039	0.11	-7%	2.5	0.6	20	i
CC(C)CCNC(=O)C(=O)NCc1ccccc1	nt	nt	0.23	1073	-0.7%	nt	nt	0.5	1212	0.66	-0.29	0.27	0.5	12%	nt	nt	nt	i
NC(=O)NCCCC(=O)OCC(=O)c1ccc2ccccc2c1	i	-1	-0.25	1314	-1.1%	-9	-5	-0.6	1116	-0.013	-0.35	0.11	0.37	38%	1.7	2.3	2.6	i
COc1cccc(C(=O)Nc2ncc3c(n2)CC(C)(C)CC3=O)c1	i	10	nt	nt	8.9%	1	2	3.2	1115	-1.1	-0.19	-0.38	1.8	-4%	8.3	4.3	2.9	i
CCOC(=O)/C(C#N)=C1/SC(C)C(=O)N1c1ccc(Br)cc1 (stereo not drawn)	i	5	-0.38	1501	-1.2%	0	-12	0.5	1311	-0.63	-0.2	-0.99	0.59	-4%	3.6	1.3	6.5	i
COC(=O)C1=C(C)N(C(C)C)C(=O)C1(NC(=O)C1CCCCC1)C(F)(F)F (stereo not drawn)	i	-10	-0.24	813	2.5%	-23	8	-1.4	991	-0.77	-0.019	-0.097	0.067	4%	1.3	1.2	6.4	i
COc1ccc(NC(=S)N(CCCN2CCCC2)Cc2ccco2)cc1	i	-6	0.09	1210	-0.4%	13	7	-0.4	1017	-0.37	-0.23	0.59	-0.59	-2%	1.9	2.1	13	i
COc1ccc(Cn2c(=S)[nH]c3cc(OC)c(OC)cc3c2=O)cc1	i	-1	nt	nt	-2.0%	0	-13	-2.8	1035	0.23	-0.26	0.15	-0.23	20%	2.2	1.1	1.9	i
Cn1c(=O)c2cc(S(=O)(=O)N3CCOCC3)ccc2n(C)c1=O	i	-9	1.9	1285	-1.2%	1	-3	nt	nt	-0.42	-0.23	-0.85	0.59	2%	3.4	1.9	7.0	i
NC(=O)CSc1nnc2ccc(-c3ccc(F)cc3)nn12	i	-10	0.97	1566	-1.4%	6	-16	5.6	698	0.084	-0.34	0.25	0.57	16%	1.3	1.3	4.0	i
O=[N+]([O-])c1cccc(/C=N\N2CCN(c3ccc(Cl)cc3)CC2)c1	i	0	-0.19	1289	1.0%	6	-11	-2.1	1265	nt	nt	nt	nt	-9%	0.6	1.9	9.2	i
Cc1ccc(-c2nc(NCc3ccc(F)cc3)n(S(C)(=O)=O)n2)cc1	i	11	0.25	1527	-0.1%	1	6	2.5	973	0.79	-0.31	0.54	0.063	4%	1.1	1.3	14	i
CCOC(=O)N1CCC(N2CC34C=CC(O3)C(C(=O)Nc3ccc(F)cc3)C4C2=O)CC1 (stereo not drawn)	nt	nt	0.47	1033	-1.7%	14	1	-2.3	1237	2.4	-0.046	1.3	-1	-9%	3.7	2.0	0.6	i
CCOc1cc(N2CCOCC2)c(OCC)cc1NC(=O)COC(=O)[C@H](Cc1c[nH]c2ccccc12)NC(C)=O	i	-4	nt	nt	-0.5%	-2	-2	nt	nt	-0.12	-0.14	-0.064	-0.21	-2%	1.6	2.3	3.1	i
COc1ccc(-c2nnc(SCC(=O)N3CCOCC3)o2)cc1	i	45	0.1	1215	1.4%	17	22	0.5	1007	-0.14	-0.21	0.063	-0.051	4%	1.9	2.1	13	i

Structures shown so far that contain a furan ring, fused or not:
SMILES	Autophagy HCS	Autophagy HCS cell loss 18 h	Ins promoter up	Ins promoter up cell count	HIV fusion peptide	WT yeast gro inh	WT yeast gro inh mutant strain	b-catenin transl	b-catenin transl cell count 5 µM	Dynein transport	Dynein transport cytoplasmic EGFP	Dynein transport nuclear GR-EGFP	Dynein transport cell count	AID2073	MT stabilizer	MT stabilizer Hoechst-high %	MT stabilizer cytotoxicity %	Yfh1-off respiration
O=C(Nc1ccc(N2CCN(C(=O)c3ccco3)CC2)c(Cl)c1)c1cccnc1	i	4	-0.99	1497	-1.4%	-3	-4	-0.8	1015	-1.2	-0.26	-0.27	0.56	-2%	1.0	0.5	4.2	i
COc1ccc(NC(=S)N(CCCN2CCCC2)Cc2ccco2)cc1	i	-6	0.09	1210	-0.4%	13	7	-0.4	1017	-0.37	-0.23	0.59	-0.59	-2%	1.9	2.1	13	i
